# NCOA1 inh = inhibits human SRC1 coactivator. HEK293 GAL4-SRC1 luciferase reporter, luminescence. 360,000 tested, 0.12% active. inhibition, % at 3.6 µM. AID 588354;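 active = inhibition above the campaign mean plus 3 SD, with each screening campaign given its own cutoff, cut at about 60% in these data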;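 note: 0% = DMSO treated cells and 100% = gossypol at 36 µM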
# NCOA2 inhibitor = inhibits human steroid receptor coactivator 2; HEK293 GAL4-SRC2 luciferase reporter, luminescence; inhibition, % at 9 µM; AID 651957; 370,000 tested, 0.17% active; Q15596;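 active = inhibition above the mean inhibition of all tested compounds plus 3 SD, set per campaign, cut at about 52% in these data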;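 note: 0% = DMSO treated cells and 100% = cells given Gossypol at 36 µM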
# COUP-TFII inh = blocks human COUP-TFII nuclear receptor; P24468; HEK293T NGFI-A luciferase reporter, luminescence; inhibition, % at 8.6 µM; 370,000 tested, 0.7% active;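 active = inhibition above a per-plate cutoff, mean inhibition of test wells between control levels plus 3 SD, cut at about 38% in these data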;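 note: cells cotransfected with COUP-TFII expression vector driving the NGFI-A reporter; 0% = median of COUP-TF2 test wells and 100% = reporter-only cells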
# SRC3 inh = human NCOA3 inhibition | HEK293 GAL4-SRC3 luciferase reporter, luminescence | inhibition, % at 3.6 µM | 360,000 tested, 0.17% active | AID 588352;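 active = inhibition above a per-campaign cutoff, the mean of all compounds plus 3 SD, cut at about 60% in these data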;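 note: 0% = DMSO-treated cells and 100% = gossypol-treated cells at 36 µM; higher means less SRC3-driven luciferase light from the GAL4 reporter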
# Target sequence (Q9Y6Q9 whole entry, looked up, the tested form may be a part): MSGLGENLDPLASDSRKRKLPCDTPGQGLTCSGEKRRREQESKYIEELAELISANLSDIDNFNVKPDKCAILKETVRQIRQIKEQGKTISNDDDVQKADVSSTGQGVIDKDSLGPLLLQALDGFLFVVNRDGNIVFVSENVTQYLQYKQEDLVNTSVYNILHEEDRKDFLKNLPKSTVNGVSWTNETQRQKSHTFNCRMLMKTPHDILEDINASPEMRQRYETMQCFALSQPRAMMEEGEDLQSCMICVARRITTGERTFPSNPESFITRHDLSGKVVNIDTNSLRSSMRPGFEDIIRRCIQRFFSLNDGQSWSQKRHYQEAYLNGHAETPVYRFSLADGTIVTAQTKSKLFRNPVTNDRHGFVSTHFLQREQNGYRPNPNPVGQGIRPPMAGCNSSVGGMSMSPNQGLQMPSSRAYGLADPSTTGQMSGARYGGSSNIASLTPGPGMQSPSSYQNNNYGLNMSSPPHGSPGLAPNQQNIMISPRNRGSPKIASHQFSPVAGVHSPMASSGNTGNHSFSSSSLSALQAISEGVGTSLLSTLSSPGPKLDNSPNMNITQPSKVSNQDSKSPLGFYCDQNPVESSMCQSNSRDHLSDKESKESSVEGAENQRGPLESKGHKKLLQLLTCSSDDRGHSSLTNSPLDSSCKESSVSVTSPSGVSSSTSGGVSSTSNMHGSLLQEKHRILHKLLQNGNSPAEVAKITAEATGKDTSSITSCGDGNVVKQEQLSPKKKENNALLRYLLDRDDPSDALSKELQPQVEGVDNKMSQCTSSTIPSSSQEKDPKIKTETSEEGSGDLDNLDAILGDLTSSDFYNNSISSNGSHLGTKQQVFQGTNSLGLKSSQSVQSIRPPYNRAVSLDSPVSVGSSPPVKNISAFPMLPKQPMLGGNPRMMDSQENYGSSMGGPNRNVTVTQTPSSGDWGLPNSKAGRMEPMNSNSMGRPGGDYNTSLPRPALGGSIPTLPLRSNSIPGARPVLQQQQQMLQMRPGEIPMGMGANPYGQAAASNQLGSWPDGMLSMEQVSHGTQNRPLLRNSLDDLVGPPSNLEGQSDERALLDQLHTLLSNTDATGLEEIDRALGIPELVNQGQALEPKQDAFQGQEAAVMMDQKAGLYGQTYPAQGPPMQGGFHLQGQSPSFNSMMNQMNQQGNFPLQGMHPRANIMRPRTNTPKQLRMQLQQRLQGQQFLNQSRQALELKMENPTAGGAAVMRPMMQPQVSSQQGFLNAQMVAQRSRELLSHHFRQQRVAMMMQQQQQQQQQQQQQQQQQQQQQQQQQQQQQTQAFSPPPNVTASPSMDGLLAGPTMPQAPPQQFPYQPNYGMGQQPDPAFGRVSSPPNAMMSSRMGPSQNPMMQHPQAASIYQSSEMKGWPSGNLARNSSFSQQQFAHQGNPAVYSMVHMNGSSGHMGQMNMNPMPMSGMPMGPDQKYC
# MC4R ag barr = activates human MC4R beta-arrestin recruitment; U2OS MC4R beta-arrestin complementation, luminescence; percent of melanotan II response, DMSO zero; 360,000 tested, 0.98% active; P32245; activation, % at 8.9 µM;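 active = activation above a per-plate cutoff, the mean activation of sample wells on that plate plus 3 SD, cut at about 8% in these data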
# MC4R antag cAMP = antagonists of human melanocortin 4 receptor (MC4R) | P32245 | MC4R-expressing cells, MTII-stimulated cAMP, LANCE TR-FRET | inhibition, % at 6.5 µM | 360,000 tested, 0.48% active;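 active = inhibition above its plate's cutoff, the mean of tested wells on that plate plus 3 SD, cut at about 29% in these data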;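 note: 0% = Melanotan II alone and 100% = Melanotan II plus saturating MCL0020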
#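 Material: U2OS-MC4R stable cell line | Reagent: Melanotan II challenge after compound preincubation | Doses: One concentration, 6.5 µM nominal | Incubation: 30-min compound preincubation, 1-h Melanotan II challenge, 1-h detection, room temperature | Signal: TR-FRET cAMP assay | Replicates: One well per compound, no replicates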
# LMP1 NFkB inh = inhibitors of Epstein-Barr LMP1-induced NF-kappaB reporter; LMP1-induced NF-kappaB luciferase reporter cells, luminescence; inhibition, % at 12.5 µM; 350,000 tested, 0.69% active; AID 504558; in the data active = inhibition above about 41%;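 note: 0% = neutral control wells and 100% = reference inhibitor control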
# TLR9-MyD88 block = TLR9-MyD88 interaction inhibition; Q9NR96+Q99836; CHO BLA complementation TLR9-MyD88, CCF4 FRET ratio; inhibition, % at 4.98 µM; 340,000 tested, 0.21% active; AID 504734;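 active = inhibition above the mean over all tested compounds plus 3 SD, cut at about 21% in these data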;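 note: 0% = DMSO only wells and 100% = clavulanate BLA inhibitor control wells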
# NOD2 RIPK2 PPI = NOD2-RIPK2 protein interaction inhibition; O43353; CHO BLA complementation NOD2-RIPK2, CCF4 ratio; inhibition, % at 4.98 µM; 360,000 tested, 0.38% active; AID 624267; in the data active = inhibition above about 21%;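 note: 0% = vehicle only and 100% = reference blocker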
# LRH-1 inv ag = NR5A2 inverse agonism in reporter assay; AID 602396; inhibition, % at 3.6 µM; HEK293T StAR-luciferase reporter, LRH-1 transfected, 24 h; 360,000 tested, 0.13% active;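 active = inhibition above the mean inhibition of all tested compounds plus 3 SD, cut at about 73% in these data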;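 note: 0% = DMSO wells and 100% = reporter-only cells lacking LRH-1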
# ABHD5-PLIN5 inh = blocks binding of human ABHD5 to perilipin-5; Split G. princeps luciferase complementation, luminescence, 4 h; inhibition, % at 4 µM; 360,000 tested, 0.78% active;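 active = inhibition above the mean inhibition across every tested compound plus 3 SD, cut at about 22% in these data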;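 note: 0% = DMSO only wells and the 100% control is not disclosed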
# The depositor's hits bear a star; · = not tested or not shown.
SMILES,NCOA1 inh,NCOA2 inhibitor,COUP-TFII inh,SRC3 inh,MC4R ag barr,MC4R antag cAMP,LMP1 NFkB inh,TLR9-MyD88 block,NOD2 RIPK2 PPI,LRH-1 inv ag,ABHD5-PLIN5 inh
CN1/C(=C\C=N\NC(=O)c2ccccc2Br)C(C)(C)c2ccccc21,2,-8,-10,0,-1.1,-6,10,-7,-11,1,0
CCCCOC(=O)C1[C@H]2C(=O)N(Cc3cccs3)C[C@]23C=C[C@H]1O3 (some centres not stated),-38,-11,4,-12,-0.2,-3,-5,4,9,0,5
COc1cccc(-n2nnnc2SCC(=O)Nc2nc3c(s2)CCCC3)c1,-8,-16,11,14,0.1,-4,7,-1,-2,-27,-3
N#Cc1ccc(NC(=O)Nc2cccc(C#N)c2)cc1,12,27,5,2,-0.4,4,4,-1,-11,12,-6
COc1ccc(CCC(=O)NCc2cn3ccccc3n2)cc1,-8,-8,-3,-2,-1.4,11,2,11,-14,-16,6
Cc1[nH]c2ccccc2c1C(=O)COC(=O)c1c(-c2c(F)cccc2Cl)noc1C,-1,13,12,14,2.9,-5,-3,1,4,-10,4
Cc1ccccc1CNC(=O)Cn1ccc2cc(S(=O)(=O)N3CCCCCC3)ccc21,-27,18,12,11,0.4,1,5,-12,-10,7,4
COc1ccc(C(=O)OC/C(O)=C(\C#N)c2nc3ccccc3[nH]2)cc1S(=O)(=O)N1CCOCC1,-10,1,2,-11,-0.8,15,2,-3,-1,0,-5
COc1ccccc1NC(=O)C(C)N(C)CC(=O)Nc1cccc2ccccc12 (configuration not stated),-9,-5,4,-4,-2.6,2,-1,-1,0,16,-1
Cc1ccc(C)c(-n2ccnc2SCC(=O)c2c(N)n(C3CC3)c(=O)[nH]c2=O)c1,2,-16,-3,11,-0.6,4,1,4,-6,-3,-6
CN(CC(=O)Nc1ccccc1Cl)C(=O)COC(=O)c1ccc([N+](=O)[O-])cc1Cl,2,15,10,-3,-1.9,21,-8,-2,-8,-13,-8
Cc1ccc(NC(=O)CSC(C)C(=O)OCC(=O)N2CCN(C(=O)c3ccco3)CC2)cc1 (configuration not stated),1,-5,0,-9,-4.3,3,1,-10,-4,-6,-1
CCC1Oc2ccc(C)cc2N(CC(=O)N(Cc2cccnc2)Cc2cccc(F)c2)C1=O (configuration not stated),-2,15,6,-10,2.0,17,-2,-13,4,4,3
CC(NS(=O)(=O)c1ccccc1)c1n[nH]c(=S)n1-c1ccccc1 (configuration not stated),-7,5,-23,8,-2.5,7,4,-1,11,-5,-2
CCCCn1c(=N)n(CC(O)COc2ccccc2)c2ccccc21 (configuration not stated),9,8,-2,26,-0.5,0,-3,12,-7,2,-1
CCN1CCN(S(=O)(=O)c2ccc(Cl)c(C(=O)Nc3cc(Cl)ccc3N3CCOCC3)c2)CC1,-4,-7,11,6,-0.9,3,-7,-19,14,8,13
O=c1c2[nH]cnc2n(-c2cccc(Br)c2)c(=O)n1Cc1ccccc1,-2,5,-7,-6,0.5,5,1,-3,-7,-7,9
Cc1ccc(S(=O)(=O)Nc2ccc3cn[nH]c3c2)cc1C,15,-11,-21,5,0.8,6,·,·,11,17,15
O=C(O)c1cc(-c2ccc(/C=N/N3C(=O)C4C5C=CC(C6CC56)C4C3=O)o2)ccc1Cl (configuration not stated),-2,-6,-19,3,0.2,15,-2,1,-5,11,2
O=C(CSc1ncn[nH]1)c1ccccc1,-4,11,4,1,2.3,12,-2,-1,11,6,-9
CCSc1nc(C)cc(C)c1S(=O)(=O)c1ccccc1C,12,9,6,5,1.0,-3,6,-4,-8,20,-7
O=C(NC(Cc1ccccc1)C(=O)O)/C(=C/c1cccc([N+](=O)[O-])c1)NC(=O)c1ccco1 (configuration not stated),-8,6,1,4,-1.9,-4,9,1,-8,-4,5
COc1ccc(NC(=O)C2Cc3c(-c4ccc(Cl)cc4)ccnc3O2)cc1 (configuration not stated),1,-26,6,0,2.3,2,·,·,14,-46,-7
CN(CCCn1ccc(N)nc1=O)Cc1ccco1,-5,-54,1,7,-2.0,8,-4,-7,-5,6,12
CCOC(=O)C1CCN(C(=O)c2ccc(CNS(=O)(=O)c3ccc(OC)cc3)cc2)CC1,19,-2,-22,14,-0.3,11,-1,9,-3,-23,1
COc1ccc(N(CC(=O)Nc2ccccc2Cl)S(=O)(=O)c2ccc(C)cc2)cc1OC,13,3,23,-3,-1.6,17,2,3,11,7,-4
Cc1ccc(-c2ccc(=O)n(Cc3cc(C)ccc3C)n2)cc1,0,-21,-1,13,2.6,-4,-5,3,7,-9,0
CN(C)CCNC(=O)c1cccc2c(-c3ccc(F)c(F)c3)coc12,-7,-26,-5,-19,-0.3,13,·,·,-7,-2,9
CCCn1cc(C(CC(=O)O)C(=O)O)c2ccccc21 (configuration not stated),-20,-4,-5,12,1.1,8,-1,-3,-2,2,12
C[C@H]1COC(=O)[C@@H](CC(=O)OC(C)(C)C)C/C=C\C[C@H](CC(=O)NCCO)C(=O)N1,-17,-9,-12,-5,0.5,-6,23,-3,-7,1,2
Cc1cc2nnc(SCC(=O)N3CCCCC3)n2c(N)n1,3,-1,-6,24,-3.5,-1,-3,3,-3,2,-3
C/C(=C\c1ccccc1)CN1CCN(C)CC1,10,12,11,-3,-1.8,3,3,-1,4,-6,-6
N#Cc1nc(Cc2cccc3ccccc23)oc1NCCN1CCOCC1,13,-14,4,16,-0.6,27,6,-7,-8,17,0
COc1ccc(OC)c(S(=O)(=O)NNC(=S)Nc2ccc3c(c2)OCO3)c1,-50,-24,2,-48,0.4,7,-15,2,-10,-69,-4
N#CCCN(CCC#N)c1nnc(-c2ccccc2)s1,-11,-4,-17,-12,-1.1,23,-3,-3,0,-62,-12
COc1ccc(OCC(=O)N2CCN(S(=O)(=O)c3ccc(Cl)cc3)CC2)cc1,-15,-6,4,18,1.4,5,-6,-15,-3,5,4
CC(C)[C@H](NC(=O)OC(C)(C)C)C(=O)N1CCC(C(=O)N[C@@H](C)C(=O)Nc2ccc(F)cc2)CC1,14,-17,-5,0,0.8,-4,17,-2,-9,16,-3
C=CCOc1cccc(C2C(C(=O)c3ccc(C)o3)=C(O)C(=O)N2CCN2CCOCC2)c1 (configuration not stated),-28,1,14,-18,0.1,7,2,-4,1,-7,4
COc1ccc(C(C)=O)cc1CSc1ccc(S(=O)(=O)N2CCOCC2)cn1,6,12,-10,-11,-1.4,3,-11,1,2,17,-4
O=c1c([N+](=O)[O-])c(N2CCOCC2)c2ccccc2n1-c1ccccc1,-14,-6,-2,2,-2.5,5,-5,-1,-11,11,2

# Quoted from the listing:
# TLR9-MyD88 block with O=C(NC(Cc1ccccc1)C(=O)O)/C(=C/c1cccc([N+](=O)[O-])c1)NC(=O)c1ccco1 (configuration not stated) = 1
# ABHD5-PLIN5 inh with CCCn1cc(C(CC(=O)O)C(=O)O)c2ccccc21 (configuration not stated) = 12
# LRH-1 inv ag with COc1ccc(C(C)=O)cc1CSc1ccc(S(=O)(=O)N2CCOCC2)cn1 = 17

# (listing goes on)
SMILES,NCOA1 inh,NCOA2 inhibitor,COUP-TFII inh,SRC3 inh,MC4R ag barr,MC4R antag cAMP,LMP1 NFkB inh,TLR9-MyD88 block,NOD2 RIPK2 PPI,LRH-1 inv ag,ABHD5-PLIN5 inh
O=C(N1CCCC1)C12CC3CC(C1)CC(C(=O)N1CCCC1)(C3)C2,-4,16,12,16,4.5,-5,-9,-12,5,1,-3
CC1(C(=O)Nc2ccc3c(c2)OCCO3)CCN1C(=O)c1ccccc1CCc1ccccc1 (configuration not stated),5,8,6,10,1.9,5,·,·,-9,-2,-4
CCOC(=O)c1c(C)nc2c(c(SC)nn2-c2ccccc2)c1N,13,9,-3,-10,3.7,-8,10,-2,0,22,0
COc1ccc(C(=O)OC(C)CN2CCN(C)CC2)cc1OC (configuration not stated),17,-14,-4,5,-0.2,0,-1,-3,1,-12,0
C=CCN1C(=O)CSc2ccc(C(=O)NCc3cccs3)cc21,-1,-14,7,10,-3.0,11,5,-1,3,10,2
Cc1[nH]nc2c1C(C1CC=CCC1)C(C#N)=C(N)O2 (configuration not stated),16,5,7,22,-2.2,-4,9,0,-11,2,-2
O=C1[C@H]2CC3CCC2(O3)[C@@H]2OCCCN12 (some centres not stated),3,10,5,-9,-0.9,0,-2,4,10,8,-4
CC(Oc1ccc(Br)cc1)c1nc2c3ccccc3nc(=S)n2[nH]1 (configuration not stated),-16,-2,-2,2,-5.5,-11,7,-7,-8,-2,2
O=C(CCCN1C(=O)S/C(=C/C=C/c2ccccc2)C1=O)Nc1ccc(C(=O)O)cc1,-38,3,-9,-32,-3.9,-1,-16,6,-8,-17,28*
Cc1cc(/C=N/n2cnnc2)c(C)n1-c1cccc(Cl)c1,3,-23,-1,2,1.0,-1,-5,-13,-7,0,-3
COc1ccccc1NC(=O)CC(=O)c1cccc([N+](=O)[O-])c1,6,-4,1,-10,-1.8,2,-3,-10,-6,-5,16
Cc1ccccc1-n1c(-c2cccnc2)n[nH]c1=S,-6,·,·,13,-3.3,-2,6,8,1,5,-3
CC1/C(=C\c2ccc(Cl)cc2)C(=O)C2CC1C2(C)C (configuration not stated),1,-16,-2,13,0.9,14,4,-2,-8,0,1
COc1ccc(C(=O)NCC2CCCO2)cc1 (configuration not stated),-46,-45,-1,-3,4.2,-1,-5,-2,-2,7,-3
O=C(NCC(=O)N1CCc2ccccc2C1)c1ccccc1Cl,-46,-16,-16,-28,-0.6,7,3,8,1,-28,4
O=C(COC(=O)CCC(=O)c1ccc(F)cc1)Nc1ccc2[nH]c(=O)[nH]c2c1,2,-17,-10,4,0.8,8,-3,5,-10,5,3
Cn1c2c(c(=O)n(C)c1=O)CN(CCc1ccccc1)CN2,-3,6,5,-4,0.0,4,0,-5,1,5,2
CC(=O)c1ccc(OCC(=O)OCC(=O)NCc2ccco2)cc1,-12,-14,-32,-10,0.1,13,-1,-2,-4,-11,-4
COc1ccc(NC(=O)Cn2c(CCC(=O)O)ccc2-c2ccccc2)cc1,-7,-10,-2,-14,-0.7,16,-1,-9,-6,-9,2
CN1CCc2c(sc(NC(=O)C3CCCN3S(=O)(=O)c3ccc(Cl)s3)c2C(N)=O)C1 (configuration not stated),2,0,5,11,-1.0,12,5,-1,3,-16,-10
COc1cc(OC)cc(C(=O)NC(=S)N2CCCCC2c2cccnc2)c1 (configuration not stated),-16,-14,2,0,-0.4,2,2,0,-11,-17,1

# Another view of some results above:
smiles	NCOA1 inh	NCOA2 inhibitor	COUP-TFII inh	SRC3 inh	MC4R ag barr	MC4R antag cAMP	LMP1 NFkB inh	TLR9-MyD88 block	NOD2 RIPK2 PPI	LRH-1 inv ag	ABHD5-PLIN5 inh
O=C(NCC(=O)N1CCc2ccccc2C1)c1ccccc1Cl	-46	-16	-16	-28	-0.6	7	3	8	1	-28	4
O=C(COC(=O)CCC(=O)c1ccc(F)cc1)Nc1ccc2[nH]c(=O)[nH]c2c1	2	-17	-10	4	0.8	8	-3	5	-10	5	3

# A portion of the library (hit frequency here may not be typical).
